# NCOA2 inhibitor – inhibition of GAL4-SRC2 driven luciferase reporter, primary screen, SRC2 inhibitor project, cell-based, luminescence | Nuclear receptor coactivator 2 (Homo sapiens), Q15596 | HEK293 GAL4-SRC2 luciferase reporter | inhibition, % at 9 µM | 370,000 compounds, 0.17% hits | AID 651957, 2012;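 active = inhibition above the mean inhibition of all tested compounds plus 3 SD, set per campaign, cut at about 52% in these data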;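 also: 0% = DMSO treated cells and 100% = cells given Gossypol at 36 µM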
# Target sequence (Q15596 whole entry, looked up, the tested form may be a part): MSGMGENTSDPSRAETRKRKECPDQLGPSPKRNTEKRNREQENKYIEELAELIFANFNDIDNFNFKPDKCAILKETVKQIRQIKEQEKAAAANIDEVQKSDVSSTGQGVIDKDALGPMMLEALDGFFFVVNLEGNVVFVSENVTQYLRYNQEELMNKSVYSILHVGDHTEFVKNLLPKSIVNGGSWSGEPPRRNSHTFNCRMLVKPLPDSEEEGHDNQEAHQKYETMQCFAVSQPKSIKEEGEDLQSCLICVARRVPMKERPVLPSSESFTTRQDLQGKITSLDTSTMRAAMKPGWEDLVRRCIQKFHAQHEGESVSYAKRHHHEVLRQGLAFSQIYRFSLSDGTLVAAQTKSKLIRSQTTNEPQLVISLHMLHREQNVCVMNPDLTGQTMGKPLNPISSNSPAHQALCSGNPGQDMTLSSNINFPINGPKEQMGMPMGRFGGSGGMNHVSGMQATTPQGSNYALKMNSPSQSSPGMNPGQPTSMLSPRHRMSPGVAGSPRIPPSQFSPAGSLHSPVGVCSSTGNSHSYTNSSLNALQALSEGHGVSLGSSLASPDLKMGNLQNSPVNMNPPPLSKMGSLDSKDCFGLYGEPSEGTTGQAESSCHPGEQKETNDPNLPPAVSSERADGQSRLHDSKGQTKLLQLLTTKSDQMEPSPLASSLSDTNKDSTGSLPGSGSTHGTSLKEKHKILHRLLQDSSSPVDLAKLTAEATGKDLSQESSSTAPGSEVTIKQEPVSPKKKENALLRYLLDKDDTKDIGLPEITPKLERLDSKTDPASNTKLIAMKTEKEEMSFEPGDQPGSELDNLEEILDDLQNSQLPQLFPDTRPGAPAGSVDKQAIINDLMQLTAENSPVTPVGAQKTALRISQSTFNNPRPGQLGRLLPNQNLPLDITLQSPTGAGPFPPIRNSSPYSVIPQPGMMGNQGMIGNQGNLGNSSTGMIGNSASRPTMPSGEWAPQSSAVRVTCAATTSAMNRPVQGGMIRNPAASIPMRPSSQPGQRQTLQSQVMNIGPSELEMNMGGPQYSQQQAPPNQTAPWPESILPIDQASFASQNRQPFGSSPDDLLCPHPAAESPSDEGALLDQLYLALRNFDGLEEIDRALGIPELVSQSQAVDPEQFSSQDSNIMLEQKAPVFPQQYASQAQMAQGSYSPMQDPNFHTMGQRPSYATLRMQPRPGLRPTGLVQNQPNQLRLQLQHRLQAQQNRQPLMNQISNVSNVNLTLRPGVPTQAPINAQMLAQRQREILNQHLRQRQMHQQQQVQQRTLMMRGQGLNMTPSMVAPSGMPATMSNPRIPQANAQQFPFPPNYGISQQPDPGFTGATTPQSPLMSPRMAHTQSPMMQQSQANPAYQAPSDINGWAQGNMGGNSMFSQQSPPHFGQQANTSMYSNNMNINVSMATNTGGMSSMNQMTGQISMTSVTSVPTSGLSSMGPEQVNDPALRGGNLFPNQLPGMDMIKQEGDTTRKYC
# NR2F2 inh – NR2F2 transcriptional activity inhibitors, primary screen, cell-based, luciferase reporter, HEK293T, luminescence. COUP transcription factor 2 (Homo sapiens), P24468. HEK293T NGFI-A luciferase reporter. inhibition, % at 8.6 µM. 370,000 compounds, 0.7% hits. AID 686940, 2013;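 active = inhibition above a per-plate cutoff, mean inhibition of test wells between control levels plus 3 SD, cut at about 38% in these data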;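 also: cells cotransfected with COUP-TFII expression vector driving the NGFI-A reporter; 0% = median of COUP-TF2 test wells and 100% = reporter-only cells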
# An asterisk follows results filed as active. Only part of the results is shown; rates above refer to the full screens.
Compound	NCOA2 inhibitor	NR2F2 inh
COC(=O)[C@]12C[C@H](CC(=O)NCc3ccccc3)C(=O)N(Cc3ccc4c(c3)OCO4)C1=C[C@H](COCc1ccccc1)O[C@@H]2C	-8	-23
CCCCN1C[C@@H](COCc2ccccc2)Oc2cccc(F)c2S1(=O)=O	6	15
CC(=O)N1CCCN(C(=O)CCn2nnc3ccccc32)CC1	7	-11
CCOc1ccc(CCNC(=O)c2cc3ccsc3n2C)cc1OCC	29	7
COc1cccc(N(C)C(=O)[C@@H](C2CC2)[C@@H](O)c2ccc3ccccc3c2)c1	-9	-20
COC(=O)C12C=C3CC(C4CC4)=C3C(=O)N1Cc1[nH]c3ccccc3c1C2 (stereo not given)	13	-3
Cc1ccccc1CS(=O)(=O)Cc1ccc(C(=O)Nc2cccc(C)c2C)o1	-5	14
CCCCCN1CCCCC(NC(=O)Cc2ccccc2)C1=O (stereo not given)	6	-3
COC(=O)[C@H](CC(C)C)N(Cc1cn(CC2CCCCC2)nn1)S(=O)(=O)c1ccccc1Br	13	3
O=C(NCc1ccccc1)[C@H]1CCCN1C(=O)[C@H]1CCCN1C(=O)c1ccc(F)c(F)c1	-1	0
COCCCNC(=O)C[C@H]1C[C@@]2(C(=O)OC)C(=C[C@H](C3CCCC3)O[C@@H]2C)N(CCc2ccc(OC)c(OC)c2)C1=O	3	8
COC(=O)[C@]12C[C@H](CC(=O)NCc3ccccc3)C(=O)N(Cc3ccc(Cl)cc3Cl)C1=C[C@H](C(C)(C)C)O[C@@H]2C	4	27
CCOC(=O)[C@@]12CN(C(=O)OC(C)(C)C)CC=C1N(Cc1ccc(OC)cc1)C(=O)[C@H]2CC(=O)NCCCOC	12	15
COC(=O)[C@]12C[C@H](CC(=O)NCCCN3CCCC3=O)C(=O)N(CCC3=CCCCC3)C1=C[C@H](C1CCCC1)O[C@@H]2C	-5	13
Cc1ccc(S(=O)(=O)N2CC(CBr)=CCC2c2ccccc2)cc1 (stereo not given)	-18	-4
COc1ccc2c(c1)[C@@H](NC(=O)C(F)(F)F)[C@@H]1CCCC[C@]21c1ccccc1	7	12
CCCCOCC1CN(CCCC)S(=O)(=O)c2c(Oc3ccc(SC)c(C)c3)cccc2O1 (stereo not given)	13	1
CC(=O)CC[C@@H]1CC[C@]2(CCCN(C(=O)C3CCCCC3)C2)O1	-2	2
CC1=C(C(=O)OCc2ccccc2)C(c2ccc(-c3ccccc3)cc2)NC(=O)N1CCCC(=O)O (stereo not given)	-28	-1
Cc1cccc(-c2cccc3c4c([nH]c23)[C@@H]2C[C@H](N(C)C(=O)c3cccc(Cl)c3)[C@H]([C@H](C)O)CN2CC4)c1	29	-15
COc1ccc(CN2C(=O)COc3ccccc3C2c2nnnn2C2CCCCC2)cc1 (stereo not given)	9	-7
C=CCN1C(=O)[C@H](CC(=O)NCc2cccs2)[C@@]2(C(=O)OCC)CCCC=C12	2	-11
C=CCN1[C@H](C#N)[C@@H](c2ccc(C#Cc3cccc(OC)c3)cc2)[C@H]1CO	8	11
CCOC(=O)C1=CCN(S(=O)(=O)c2cccc(Cl)c2)C1c1ccc(Cl)c(Cl)c1 (stereo not given)	37	15
O=C1/C(=C/c2cccs2)SC(=S)N1C1CCS(=O)(=O)C1 (stereo not given)	-5	-6

# Brought forward from above: 5 entries, followed by the next part.
Compound	NCOA2 inhibitor	NR2F2 inh
COc1ccc(CN2C(=O)COc3ccccc3C2c2nnnn2C2CCCCC2)cc1 (stereo not given)	9	-7
C=CCN1C(=O)[C@H](CC(=O)NCc2cccs2)[C@@]2(C(=O)OCC)CCCC=C12	2	-11
C=CCN1[C@H](C#N)[C@@H](c2ccc(C#Cc3cccc(OC)c3)cc2)[C@H]1CO	8	11
CCOC(=O)C1=CCN(S(=O)(=O)c2cccc(Cl)c2)C1c1ccc(Cl)c(Cl)c1 (stereo not given)	37	15
O=C1/C(=C/c2cccs2)SC(=S)N1C1CCS(=O)(=O)C1 (stereo not given)	-5	-6
C[C@@H]1OC(C2CCCCC2)N(C)[C@H]2C[C@H]3c4[nH]c5c(-c6ccc7c(c6)OCO7)cccc5c4CCN3C[C@@H]12 (stereo not given in full)	22	-10
CCOC(=O)C1(C(=O)OCC)Cc2c([nH]c3ccccc23)[C@]2(N1)C(=O)N(C)c1ccc(Br)cc12	-2	1
CC(COc1cccc(Br)c1)CN1CCC(C(O)(c2ccccc2)c2ccccc2)CC1 (stereo not given)	-8	-7
CCOC(=O)N1CCN(C(=O)C[C@H]2C[C@@]3(C(=O)OC)C(=C[C@H](C(C)(C)C)O[C@@H]3C)N(Cc3ccco3)C2=O)CC1	-29	17
COc1cccc(C(=O)N[C@H](C(=O)N2CCC[C@H]2C(=O)NC2CCCC2)C2CCCCC2)c1	5	3
Cc1ccc(C=Nn2c(-c3n[nH]c4c3CCC4)n[nH]c2=S)s1	11	-30
C[C@H]1COc2cc(NCCO)ccc2S(=O)(=O)N1	-2	2
CC(=O)N1[C@H](CO)[C@@H](c2ccccc2)[C@@H]1CN(C(=O)c1ccc(F)cc1)C(C)C	-18	1
CC(C)(C)OC(=O)N1CCC2CCN(S(C)(=O)=O)CC21 (stereo not given)	-1	7
COC(=O)C1CN(CC(C)C)CCS(=O)(=O)N1Cc1ccc(Cl)cc1 (stereo not given)	16	-19
Cc1ccccc1CS(=O)(=O)Cc1ccc(C(=O)Nc2ccc(F)cc2F)o1	7	9
COc1ccc(-c2cscc2N)cc1	11	-2
COc1ccc2c(c1)CCCN2C(=O)C1CCCN(S(=O)(=O)c2cccc3ccccc23)C1 (stereo not given)	14	24
O=C(Nc1ccc(-c2nnn(CC(=O)N3CCN(C(=O)c4ccco4)CC3)n2)cc1)c1ccccc1F	-47	-13
COC(=O)[C@]12C[C@H](CC(=O)NCc3ccccc3)C(=O)N(Cc3cccc4ccccc34)C1=C[C@H](C(C)C)O[C@@H]2C1CC1	-38	12
CCOC(=O)N1CCN(C(=O)C[C@H]2C[C@@]3(C(=O)OC)C(=C[C@H](COCc4ccccc4)O[C@@H]3C)N(Cc3cccc4ccccc34)C2=O)CC1	20	-1
COC(=O)[C@]12C[C@H](CC(=O)NCc3ccc(OC)c(OC)c3)C(=O)N(CCC3=CCCCC3)C1=C[C@H](C(C)C)O[C@@H]2C1CC1	-3	21
COC(=O)c1cc(C(C)c2ccccc2O)n2ccccc12 (stereo not given)	5	-52
O=C1c2ccccc2/C(=C\c2ccc(Br)nc2)N1c1ccccc1	-7	-3
CC/C=C\[C@H](O)[C@H](O)C1=C(C)C(=O)[C@]2(O1)C(=O)N[C@@](OC)(C(=O)c1ccccc1)[C@@H]2O	20	-27
Cc1ccc(-c2cc(NC(=O)Cc3c[nH]c4ccccc34)ccc2N(C)c2cccnc2)cc1	-16	-2
CCOC(=O)[C@]12CCCC=C1N(Cc1ccc(OC)cc1)C(=O)[C@@H]2CC(=O)NCc1ccccc1	-2	16
C/C=C/C(=O)N1CCc2cc(S(=O)(=O)N(C)Cc3ccco3)ccc21	-2	-18
COCC#Cc1ccc2c(c1)O[C@H](CN(C)C(=O)c1ccccc1)[C@@H](C)CN([C@H](C)CO)S2(=O)=O	1	-15
O=S1(=O)N[C@H](Cc2ccccc2)COc2cc(N3CCCC3)ccc21	-10	2
Cc1ccc(C(=O)NC(C#N)=C(Cl)Cl)cc1	27	14
CN(Cc1ccccc1)S(=O)(=O)c1cccc(C(=O)OCc2ccccc2Cl)c1	-2	-21
COc1ccc(/C(C)=N/NC(=O)Cc2cc(=O)[nH][nH]2)cc1OC	-33	-14
CCOC(=O)[C@]12CCCCC/C=C\1N(CCc1ccc(Cl)cc1)C(=O)[C@H]2CC(=O)NCCCOC	2	9
CCCCOCC1CN(CCCC)S(=O)(=O)c2c(Oc3ccc(F)cc3)cccc2O1 (stereo not given)	-2	1
CCc1cc2c(nc1CC)CCCN2S(=O)(=O)c1ccc(F)cc1	-17	-8
COC(=O)[C@]12C[C@H](CC(=O)N3CCN(C(=O)C4CC4)CC3)C(=O)N(CCc3ccc(OC)c(OC)c3)C1=C[C@H](C(C)C)O[C@@H]2C1CC1	0	0
O=C(Nc1ccc(Cl)cc1)Nc1ccccc1C(=O)N1CCCC1	-23	-16
O=C(NCc1cccs1)C1CCCN(S(=O)(=O)c2ccccc2)C1 (stereo not given)	-3	13
CC(C)C[C@H]1COc2cc(N3CCCC3)ccc2S(=O)(=O)N1C	3	33
COc1ccc(/C=N\NC(=O)CN2CCN(Cc3ccccc3)CC2)cc1OCc1ccccc1	22	-1
Cc1cc(C)cc(C(=O)OCCN(C)C2CN(Cc3cn(Cc4cccc(F)c4)nn3)S(=O)(=O)C2)c1 (stereo not given)	0	-4
COC(=O)[C@]12C=CCN1[C@H](c1ccc(C(F)(F)F)cc1)c1c(c3ccccc3n1S(=O)(=O)c1ccc(C)cc1)C2	6	7
COC(=O)N1C[C@H](OC(=S)Nc2ccc(OC)cc2OC)[C@H]2C[C@@H]1c1ccccc1O2	2	0
COc1ccc(CNC(=O)N(C)C[C@@H]2OCc3ccccc3-c3c(n(C)c4ccccc34)C(=O)N([C@@H](C)CO)C[C@@H]2C)cc1	17	-3
COC(=O)[C@]12C[C@H](CC(=O)NCCCN3CCCC3=O)C(=O)N(CCC3=CCCCC3)C1=C[C@H](COCc1ccccc1)O[C@@H]2C	3	-7
COc1ccc(CNC(=O)[C@@H](Cc2ccccc2)NC(=O)[C@H]2O[C@@H](n3cnc4c(=O)[nH]c(N)nc43)[C@H](O)[C@@H]2O)cc1	-7	-4
COCc1[nH]nc2c1C(c1ccc(Br)cc1)N(Cc1ccccc1)C2=O (stereo not given)	4	9
O=C(CSc1nnc(-c2cccnc2)n1C1CCCCC1)N1CCCC1	4	4
C[C@@H]1C=CC(=O)O[C@@H]1c1ccc(Cl)cc1	30	18
COC(=O)[C@]12C[C@H](CC(=O)N3CCN(C(=O)c4ccco4)CC3)C(=O)N(CCc3ccc(OC)c(OC)c3)C1=C[C@H](C(C)(C)C)O[C@@H]2C	-22	3
Cc1c[nH]c2cccc(-c3ccc(Cl)cc3Cl)c12	-34	-41
O=C(N[C@H](C(=O)N1CCC[C@H]1C(=O)NC1CCCC1)C1CCCCC1)c1ccc(Cl)c(Cl)c1	-20	3
CC1CCN(CCNC(=O)c2ccc3c(=O)n(CCc4ccccc4)c(=O)[nH]c3c2)CC1	20	1
Cc1nnc(NC(=O)c2csc3c2CCCC3)s1	-32	-5

# Remaining list, next part:
Compound	NCOA2 inhibitor	NR2F2 inh
CC(NC(=O)c1cc2ccccn2n1)c1ccccc1 (stereo not given)	2	-13
COc1ccc(S[C@]2(C(=O)N(C)C)CC(=O)N(c3ccsc3)[C@@H]2c2ccc(OC)cc2)cc1	-6	26
O=c1nc2n(Cc3ccccc3)c3ccccc3cc-2c(=O)[nH]1	-2	6
CC(=O)c1ccc(NCCCN2CCC(C(O)(c3ccccc3)c3ccccc3)CC2)cc1	-2	-15
Clc1ccc(CN2CCN(N=Cc3ccncc3)CC2)cc1	33	50*
COC[C@@H]1CCCN1c1cccc2c1S(=O)(=O)N(C1CC1)CCCO2	-8	-3
COC(=O)C[C@@H]1CC[C@H]2[C@@H](COc3ccc(NC(=O)NC(C)C)cc3C(=O)N2C)O1	-4	-7
COc1ccc(S[C@]2(C(=O)N3CCCC3)CC(=O)N[C@@H]2c2ccc(OC)cc2)cc1	6	5
COC(=O)C1=C(C)N(C)C(=NCc2ccccc2)NC1CCc1ccccc1 (stereo not given)	-1	7
COc1ccc(C(C(=O)N(C)C2CCCC2)N(Cc2ccc(F)cc2)C(=O)c2cc(C)on2)cc1OC (stereo not given)	-44	4
CC(=O)OC12CCCN(C1)/C(=C/c1cccc(N(C)C)c1)C2 (stereo not given)	20	20
C[C@@H]1C(c2ccccc2)CC(=O)C(=O)C[C@@H]1C(=O)N1CCCC1 (stereo not given in full)	-15	-15
OC[C@@H]1CC[C@@H]2O[C@H](CCc3ccc(-c4ccc(F)cc4)cc3)[C@H](n3cc(C4CC4)nn3)C[C@@H]2O1	1	-13
CCN(CC)C(=O)CC[C@H]1CC[C@]2(CCCN(Cc3cccc4ccccc34)C2)O1	1	-14
CC(=O)c1ccccc1OC(=O)COc1ccc(Cl)cc1C	-19	-4
COC(=O)[C@]12C[C@H](CC(=O)NCC3CCCCC3)C(=O)N(Cc3ccc(Cl)cc3Cl)C1=C[C@H](C(C)(C)C)O[C@@H]2C	-10	-5
CC(C)(C)C(=O)c1c(N)[nH]c(C(=O)c2ccccc2)c1-c1ccc([N+](=O)[O-])cc1	-16	-6
CC(C)(C)c1ccc(-c2nnc(SCc3ccccc3)n2Cc2ccco2)cc1	11	-16
CN(C(=O)[C@H]1O[C@@H](n2cnc3c(=O)[nH]c(N)nc32)[C@H](O)[C@@H]1O)C1CCCCC1	-11	9
COC(=O)[C@]12C[C@H](CC(=O)NCCC(C)C)C(=O)N(Cc3ccccc3)C1=C[C@H](COCc1ccccc1)O[C@@H]2C	-2	17
COc1ccc(CN2C(=O)[C@@](O)(c3cccn3C)c3cc(F)ccc32)cc1	6	-17
Cc1ccc(-c2nnc(SCC(=O)NN=Cc3c[nH]c4ccccc34)n2-c2ccccc2)cc1	7	-1
CCN(CC)CCNC(=O)c1ccc(NCN2C(=O)NC(c3ccccc3)(c3ccccc3)C2=O)cc1	10	-6
